From PubChem BioAssay
Tau fluor counter – counter-screen for tau fibril formation inhibitors | hit rate 0.93% among 280,000 | tau K18 P301L Alexa594 fluorescence, heparin fibrillization | AID 1463 | Potency, µM (top dose mostly 57.7 µM), without a hit: at the highest dose activity change, negative = decrease; further: on the % scale 0 is the no-effect control and ±100 the full control effect; nearly all actives have a fitted effect of over 55% in size
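Human tau K18 P301L (15 uM unlabeled, 0.24 uM Alexa 594-labeled) in 100 mM sodium acetate pH 7 with 20 uM heparin, 6 hr at 37 C. ThT 30 uM added, 1 hr ambient; Alexa 594 FP and total fluorescence read at 555/632 nm.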
Tau fibril ThT – inhibitors of human tau fibril formation, thioflavin T binding | P10636 | recombinant tau K18 P301L (four-repeat tau fragment), heparin-induced fibrillization, ThT fluorescence | Potency, µM (highest dose often 57.4 µM), without a hit: at the top dose activity, negative = inhibition, actives largely listed as inhibitors | hit rate 2.1% among 270,000 | AID 1460; further: on the % scale 0 is the no-effect control and ±100 the full control effect; nearly all actives have a fitted effect of over 55% in size
Target sequence (P10636 561-689 P618L limits assumed): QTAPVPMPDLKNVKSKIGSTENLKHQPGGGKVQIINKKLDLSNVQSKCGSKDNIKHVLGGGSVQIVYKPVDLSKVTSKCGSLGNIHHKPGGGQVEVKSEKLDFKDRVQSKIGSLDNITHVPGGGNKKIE
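In this qHTS, human K18 P301L tau is incubated with compound and heparin for 6 hr at 37 C, and Thioflavin T fluorescence then reports fibril load.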
GAA spleen mod – inhibits or activates alpha-glucosidase in human spleen homogenate; Potency, µM (series often up to 79.9 µM), without a hit: at the top dose activity change, negative = inhibition, most hits filed as inhibitors; human spleen homogenate, 4-MU-alpha-glucoside fluorescence; P10253; hit rate 0.006% among 240,000;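 further: 0% = enzyme with vehicle and -100% = no enzyme basal signal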
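Compounds were titrated against alpha-glucosidase in spleen homogenate at pH 5.0, with 1 mM 4-methylumbelliferyl substrate for 40 min at 37 C. Reactions were quenched with pH 10 NaOH/glycine and fluorescence measured.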
GAA glycogen – inhibitors or activators of human alpha-glucosidase glycogen cleavage; P10253; recombinant GAA, glycogen substrate, Amplex Red glucose oxidase fluorescence; Potency, µM (series often up to 76.4 µM), for inactives: at the highest dose activity change, negative = inhibition, most hits filed as inhibitors; hit rate 0.38% among 300,000;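 further: 0% = full enzyme reaction and -100% = no-enzyme basal signal; the screen sought inhibitors and activators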
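Recombinant human enzyme (4 nM); glycogen substrate; 37 C, 40 min, pH 5.0. Readout: coupled glucose oxidase/Amplex Red fluorescence.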
HTT cytoprotect – cytoprotection in Huntington HTT-Q103 PC12 cell model | Potency, µM (doses to about 56.4 µM), for inactives: cytoprotection (ATP increase), hits mostly activators | hit rate 0.14% among 230,000 | PC12 HTT-Q103 induced, cytoprotection, ATP luminescence, 40 h;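 further: % of control where 0% means no effect; nearly all actives have a fitted effect of over 45% in size; toxic huntingtin expression switched on by the ecdysone agonist tebufenozide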
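Cells were plated at 1500 per well in phenol red-free DMEM with 5% equine and 5% calf serum. Tebufenozide (100 nM final) and compounds were added, then ATPlite reagent, and luminescence was read.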
Tau fibril FP – tau fibrillization inhibition (FP); P10636; K18 P301L tau heparin fibrillization, Alexa594 FP, 6 h; Potency, µM (top dose mostly 57.7 µM), inactives show top-dose activity, negative = inhibition, most hits filed as inhibitors; hit rate 0.39% among 280,000; further: on the % scale 0 is the no-effect control and ±100 the full control effect; nearly all actives have a fitted effect of over 55% in size
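Quantitative HTS format: compounds meet 15 uM recombinant K18 P301L tau and Alexa 594-tau tracer in 100 mM sodium acetate pH 7; 20 uM heparin triggers fibrillization at 37 C over 6 hr; FP gives the signal.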
GAA inhib – inhibitors of human lysosomal alpha-glucosidase | P10253 | purified human GAA, 4-MU-alpha-glucoside fluorescence | Potency, µM (titrated, usually from 76.9 µM), without a hit: at the highest dose activity change, negative = inhibition, actives largely listed as inhibitors | hit rate 0.005% among 200,000;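 further: plate controls were uninhibited enzyme wells for no effect and no-enzyme background for full effect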
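AC50 values come from Hill fits of compound titrations (up to 77 uM) against 4 nM human enzyme. Substrate 4-methylumbelliferyl-alpha-D-pyranoside at 400 uM, pH 5.0 citrate buffer, 20 min room temperature; fluorescence Ex 365/Em 440 after alkaline stop.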
aGal spleen mod – inhibits or activates alpha-galactosidase in human spleen homogenate. Potency, µM (doses to about 80 µM), for inactives: at the highest dose activity change, negative = inhibition, usual class: inhibitors. P06280. human spleen homogenate, 4MU-alpha-Gal fluorescence, 40 min. hit rate 0.008% among 240,000. AID 2107;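 further: 0% = enzyme with vehicle and -100% = no enzyme basal signal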
Target sequence (P06280 32-429 limits assumed): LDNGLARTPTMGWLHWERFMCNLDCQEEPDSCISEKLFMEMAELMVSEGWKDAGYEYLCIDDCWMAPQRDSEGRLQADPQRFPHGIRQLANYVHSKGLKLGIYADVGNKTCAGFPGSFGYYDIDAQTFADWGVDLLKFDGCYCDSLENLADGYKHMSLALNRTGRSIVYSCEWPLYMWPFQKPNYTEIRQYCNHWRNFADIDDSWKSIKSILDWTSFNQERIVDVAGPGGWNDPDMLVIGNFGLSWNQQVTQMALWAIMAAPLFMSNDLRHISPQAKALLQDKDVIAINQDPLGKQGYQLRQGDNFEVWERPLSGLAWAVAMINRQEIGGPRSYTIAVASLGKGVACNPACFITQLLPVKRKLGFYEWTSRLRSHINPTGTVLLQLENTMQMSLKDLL
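Spleen homogenate 1 ug + cpd (titration) + 4-MU-alpha-D-galactopyranoside 1 mM; 37C 40 min; 50 mM citrate/phosphate pH 5.0, 0.01% Tween-20; stop pH 10; fluorescence 365/440; AC50 via Hill.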
Numbers without * were called inactive; ? = inconclusive; nt = no result given; [ ] = another dose, or the depositor's remark. The call rests on the fitted dose curve; in most records, active means well fitted curve in the direction sought with a large enough effect; inconclusive means small, poorly fitted or top-dose-only effect, or another doubt; inactive means no such curve, though single readings can be large; an effect the other way counts as inactive or inconclusive. Potency means the concentration at half of the fitted maximal effect.

SMILES	Tau fluor counter	Tau fibril ThT	GAA spleen mod	GAA glycogen	HTT cytoprotect	Tau fibril FP	GAA inhib	aGal spleen mod
CCCOc1cccc(C2c3c(-c4ccccc4O)n[nH]c3C(=O)N2Cc2ccco2)c1 (configuration not stated)	?	-6%	nt	3%[76.3 µM]	nt	?	nt	nt
O=C(O)c1ccc(CNCc2ccc(Cl)cc2)s1	1%	3%	nt	14%[76.3 µM]	nt	-3%	nt	nt
Cc1nc2ccccc2n1CCOc1ccc([N+](=O)[O-])cc1	-5%	-10%	5%	-15%	-10%[10 µM]	6%	-9%	-2%
CCOC(=O)NC1=NCC(C)S1 (configuration not stated)	1%	2%	3%	1%	28%[10 µM]	9%	nt	?
COc1ccc2c(c1)C(=O)[C@@H](OC(=O)NCCc1ccc(OC)c(OC)c1)[C@H](c1ccc(OC)c(Br)c1)O2	-16%	-9%	-10%	nt	4%	-14%	nt	-11%
CCOC(=O)N1CCN(/C=C(\C#N)c2nc3ccccc3s2)CC1	-22%	?	-12%	-4%	0%	-12%	3%	7%
C=C(C)CN(CC)C(=O)CCc1nnc(CCCc2ccccc2)o1	-2%	0%	-2%	7%	3%[10 µM]	1%	nt	4%
COc1ccc2oc(=O)cc(CN3CCN(c4ccccc4OC)CC3)c2c1	-1%	1%	nt	13%[76.3 µM]	nt	1%	nt	nt
OC1C=CSc2nc3ccccc3n21 (configuration not stated)	6%	2%	-14%	-1%	-25%	-1%	-4%	2%
COc1cc(-c2c(C#N)c(N)nc3c2c(C)nn3-c2ccc(C)c(C)c2)cc(OC)c1OC	-19%	0%	-4%	-18%	2%[0.074 µM]	-5%	-7%	8%
Cc1ccc2c(c1)nc(NCCO)n2C	2%	-3%	2%	5%	-20%	-2%	5%	6%
Cc1ccc[n+](C2C(c3ccc([N+](=O)[O-])cc3)C(C#N)=C([S-])NC2(O)C2CC2)c1 (configuration not stated)	-21%	?	-4%	?	-18%	?	-3%	-4%
Cc1cc(C(=O)Nn2cnc3ccccc3c2=O)ccc1[N+](=O)[O-]	-6%	-10%	nt	6%	-21%	3%	-3%	1%
COc1ccc(/C=N/Nc2cc(=O)n(C)c(=O)n2C)cc1OC	1%	?	-8%	8%	-8%[10 µM]	-6%	-3%	3%
Cc1ccc(Nc2cc(C)c(C#N)c3nc4ccccc4n23)cc1Cl	-9%	-4%	nt	-10%[76.3 µM]	nt	1%	nt	nt
CC(C)NC(=O)CSc1nc2[nH]ncc2c(=O)[nH]1	1%	-11%	5%	6%	-11%	-7%	-4%	1%
CCCOc1ccc(CNC(=O)c2[nH]c3cc(OC)ccc3c2Sc2ccccc2)cc1	-12%	-2%	nt	-1%[76.3 µM]	nt	0%	nt	nt
Cc1cccc(OCC2=N/C(=C\N(C)C)C(=O)O2)c1	2%	-4%	4%	5%	-8%	-1%	-4%	-11%
c1ccc(-c2noc(-c3cccc4ccccc34)n2)nc1	-14%	?	0%	3%	-42%[inhibitor]	0%	-6%	0%
CC(=O)c1sc(NC(=O)c2cccc3ccccc23)nc1C	-7%	-6%	-3%	5%	7%	-2%	-6%	-2%
O=C(COc1nc2ccccc2nc1N1CCOCC1)NCC(F)(F)F	0%	-6%	-5%	6%	4%[10 µM]	3%	-1%	-2%
CCN(CC)S(=O)(=O)c1ccc(OC)c(NC(=O)c2ccc3c(c2)OCO3)c1	-19%	-1%	-12%	-6%	nt	-5%	-9%	-3%
Cn1c(SCC(=O)NC(=O)NCc2ccco2)nnc1-c1ccccc1	-9%	-13%	0%	-10%	-5%	-9%	-8%	5%
Cc1nc2c(nnn2Cc2ccccc2)c(=O)n1-c1ccccc1	7%	2%	-13%	-1%	-43%[inhibitor]	-1%	8%	12%
CCOc1ccc(-n2c(SCC(=O)Nc3ccc4c(c3)OCO4)nc3ccccc3c2=O)cc1	?	-1%	-1%	-2%	-7%	2%	-5%	0%

Reprinted at random: 3 entries already listed
SMILES	Tau fluor counter	Tau fibril ThT	GAA spleen mod	GAA glycogen	HTT cytoprotect	Tau fibril FP	GAA inhib	aGal spleen mod
CCOC(=O)N1CCN(/C=C(\C#N)c2nc3ccccc3s2)CC1	-22%	?	-12%	-4%	0%	-12%	3%	7%
Cc1cc(C(=O)Nn2cnc3ccccc3c2=O)ccc1[N+](=O)[O-]	-6%	-10%	nt	6%	-21%	3%	-3%	1%
Cc1cccc(OCC2=N/C(=C\N(C)C)C(=O)O2)c1	2%	-4%	4%	5%	-8%	-1%	-4%	-11%

Going on with the list:
SMILES	Tau fluor counter	Tau fibril ThT	GAA spleen mod	GAA glycogen	HTT cytoprotect	Tau fibril FP	GAA inhib	aGal spleen mod
O=C1CNC(=S)N1CCCn1ccnc1	4%	1%	nt	-9%	-13%	2%	-3%	4%
CCOC(=O)N[C@H](Cc1c[nH]c2ccccc12)C(=O)NC1CC1	-5%	-8%	2%	2%	-12%[10 µM]	5%	nt	14%
O=C(Nc1ccc(Br)cc1)c1cccnc1N1CCOCC1	-10%	-3%	4%	20%	?	-5%	?	-2%
Cc1noc(C)c1CSCC(=O)OCC(=O)NC1CCCCC1	4%	-6%	-3%	-10%	9%	2%	-2%	2%
O=C(CN1C(=O)c2cccc3cccc1c23)N1CCc2ccccc2C1	-10%	-15%	2%	2%	-9%[10 µM]	-4%	4%	4%
O=C(NCCCc1nc2ccccc2n1Cc1ccccc1Cl)c1ccco1	-5%	-7%	nt	-5%[76.3 µM]	nt	2%	nt	nt
Cn1c(SCc2ccccc2)nnc1-c1cnccn1	1%	0%	5%	8%	12%	6%	-4%	8%
CC(C)N(Cc1nc(-c2ccccc2)no1)C(=O)C1CCCCC1	-7%	-10%	2%	0%	3%	11%	-4%	0%
Cc1nn(-c2ccc(C(=O)O)cc2)c(C)c1Cl	-15%	-15%	-5%	-10%	1%[10 µM]	3%	0%	0%
CCCN(CCC)CCCNC(=S)Nc1ccc2nc(N3CCN(C)CC3)cc(C)c2c1	-19%	-16%	-2%	-4%	-17%	2%	0%	9%
CCc1ccc2occ(CC(=O)Nc3ccc(OC)c(Cl)c3)c2c1	25µM*[quencher]	?	nt	-9%[76.3 µM]	nt	?	nt	nt
CC1CCN(C(=O)CSc2nc3ccccc3s2)CC1	-23%	-24%	2%	6%	-5%	-9%	-5%	1%
Cc1cc(NC(=O)c2ccco2)no1	-9%	-13%	-1%	8%	-4%	2%	-3%	-1%
O=C(O)/C=C\C(=O)Nc1cccc(NC(=O)c2ccccc2)c1	-26%	?	2%	-5%	24%[10 µM]	11%	-2%	-3%
CCS(=O)(=O)N1CCC(C(=O)O)CC1	4%	1%	1%	1%	-23%	2%	-1%	2%
O=C1c2ccccc2C(=O)N1/N=C/c1ccc(O)c(O)c1	-11%	?	-21%	-1%	nt	0%	-5%	-22%
COc1cc(/C=C(\C#N)C(=O)NCC2CCCO2)ccc1OCC(=O)O (configuration not stated)	0%	-7%	3%	-8%	0%	-2%	-3%	4%
O=C(Cc1cccs1)N1CCN(c2ccc([N+](=O)[O-])cc2)CC1	-17%	3.5µM*	-1%	4%	-43%[inhibitor]	-2%	-3%	-2%
COc1ccc(S(=O)(=O)Cc2ccccc2)cc1N	10%	3%	-6%	13%	-22%[10 µM]	12%	-2%	0%
COC(=O)c1ccc(C)c(NC(=O)Cc2coc3cc(OC)ccc23)c1	-9%	-5%	1%	5%	-21%[10 µM]	-5%	?	13%
O=C(O)c1nc(-c2ccccc2)n(-c2ccc(Cl)cc2)n1	2%	-2%	-12%	7%	-26%	-4%	-6%	0%
C/C(=N\N1CCN(Cc2ccc(Cl)cc2)CC1)c1ccc([N+](=O)[O-])cc1	-24%	?	9%	?	30%[10 µM]	6%	nt	-13%
CCCc1ccc(-c2ccc(C(=O)Oc3ccc(Br)cc3)cc2)nc1	-7%	-9%	nt	8%[76.3 µM]	nt	-8%	nt	nt
Cc1cc(C)c2ccc(N)nc2c1O	-4%	-2%	0%	?	16%[1.9 µM]	4%	-3%	1%
Nc1nnc(SCC(=O)OCC(=O)NC23CC4CC(CC(C4)C2)C3)s1	5%	4%	-4%	8%	15%[10 µM]	-4%	-1%	5%
O=C(NCc1nc(-c2ccccc2)no1)c1ccc2c(c1)OCO2	-10%	-11%	3%	1%	26%	-4%	-13%	-10%
CCc1ccccc1NC(=O)CSc1nnc([C@@H](NC(=O)OC(C)(C)C)C(C)CC)o1 (some centres not stated)	-8%	-8%	-20%	-15%	-10%[0.074 µM]	-3%	-4%	-5%
CN(C(=O)c1cccn(Cc2ccccc2)c1=O)c1ccccc1	-4%	-5%	7%	3%	-17%	-5%	-4%	-4%
Fc1ccc(-n2c(-c3cccs3)nc3nc4ccccc4nc32)cc1	-17%	?	8%	-2%	22%[10 µM]	-5%	?	?
CCC(C)(C)n1nnnc1CN1CCN(c2ccc(OC)cc2)CC1	-16%	-20%	6%	3%	2%[10 µM]	8%	-8%	5%
CC(C)COc1ccc(C(=O)Nc2onc3c2CCCC3)cc1	?	?	nt	-7%[76.3 µM]	nt	-2%	nt	nt
COC(=O)C1CSC(C(=O)OC)N1C(=O)Nc1ccc(Cl)c(Cl)c1 (configuration not stated)	-16%	-13%	-3%	-4%	17%[10 µM]	-7%	-1%	-1%

Compounds as they come. About 3.3% of those tested had a hit in this group.
